High-throughput results from PubChem BioAssay.
PKM2 activator: PKM2 (human) enzyme activation; 260,000 compounds, 0.34% hits; purified PKM2, Kinase-Glo ATP luminescence, activation; response scale: 0% is enzyme alone, no compound; Potency, µM (series often up to 57.5 µM), for the others: top-dose activation, hits mostly activators; P14618; note: potency is the fitted concentration of half-maximal effect; % is set by controls: 0 for no effect and ±100 for the full control effect; nearly all actives have a fitted effect of over 55% in size
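Purified hPK-M2 (>95% pure) converted ADP (0.1 mM final) to ATP with 0.5 mM PEP in 50 mM imidazole pH7.2, KCl, MgCl2, Tween 20, BSA; 1 h at room temperature. ATP detected by Kinase-Glo luminescence.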
Giardia killer: Giardia lamblia killing | Giardia lamblia trophozoite viability | 340,000 compounds, 0.15% hits | activity change, % at 7.66 µM, hits read low; in the data active = activity change below about -80%; inconclusive = between about -30% and that limit;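 note: parasites exposed to compound for two days anaerobically before the ATP read; % is set by controls: 0 for no effect and ±100 for the full control effect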
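Trophozoite viability was measured as ATP-dependent luminescence, read 15-30 min after reagent addition. Before that, parasites at 100 cells/well were exposed to compounds for 48 h, anaerobically, at 37 deg C.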
Menin-MLL TR inh: inhibitors of human menin-MLL interaction, mutant MLL peptide | Menin + Texas Red MLL mutant peptide, fluorescence polarization | 270,000 compounds, 0.23% hits | Potency, µM (top dose mostly 61.6 µM), for inactives: at the highest dose FP activity change, negative = inhibition, hits mostly inhibitors; active = well fitted inhibition curve with a large enough effect in the polarisation, with a control signal flat, not every such curve was filed as active; inconclusive = small, poorly fitted or top-dose-only effect, or effect the other way, or a change in a side signal; inactive = no such curve, though single readings can be large or run the other way; the % refers to the polarisation; note: potency is the fitted concentration of half-maximal effect; % of control where 0% means no effect; many of its hits are not listed in these tables
Rab9 prom act: Rab9 promoter activation. 320,000 compounds, 2.8% hits. Potency, µM (titrated, usually from 9.22 µM), without a hit: at the top dose activation, negative = inhibition, hits mostly activators. Huh7 Rab9 promoter-luciferase reporter, luminescence, 24 h. AID 485297; note: potency is the fitted concentration of half-maximal effect; % of control where 0% means no effect; nearly all actives have a fitted effect of over 60% in size
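Luminescence read-out: Huh7 cells stably expressing Rab9-luciferase, treated 24 h with compound at 37 °C, then lysed with luciferase reagent for 10 min at ambient before reading.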
BRCA1 expr up: activators of BRCA1 expression; MCF7-BRCA1-FFLuc reporter, luminescence, 48 h; response scale: scaled: vehicle 0%, 10 µM genistein 100%; Potency, µM (top dose mostly 46.1 µM), inactives show at the highest dose activation, hits mostly activators; 380,000 compounds, 1.1% hits; note: potency is the fitted concentration of half-maximal effect; nearly all actives have a fitted effect of over 80% in size; some results filed as inactive show a strong effect at the top dose
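Reporter cells (MCF7, BRCA1 promoter-firefly luciferase) received library compounds across a concentration series for 48 h. End-point luminescence was measured and concentration-effect curves derived after normalization.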
NPC1 prom act: activates the NPC1 promoter; Huh7 NPC1 promoter luciferase reporter, 24 h; Potency, µM (highest dose often 9.22 µM), for the others: at the top dose activation, most hits filed as activators; 320,000 compounds, 2.4% hits; AID 485313;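 note: potency is the fitted concentration of half-maximal effect; % of control where 0% means no effect; nearly all actives have a fitted effect of over 60% in size; reporter is driven by a mutant NPC1 promoter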
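Compounds in DMSO were transferred onto Huh7 NPC1-luciferase reporter cells pre-incubated 2 h; after 24 h at 37 °C, Amplite reagent was dispensed and luminescence recorded 10 min later.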
p53 reactivator: mutant p53 re-activation in reporter cells. H1299 p53-A138V BP100-luciferase reporter, luminescence, 24 h. Potency, µM (series often up to 92.2 µM), for inactives: at the highest dose activity change, positive = activation, hits mostly activators. 320,000 compounds, 0.063% hits. AID 504706; note: potency is the fitted concentration of half-maximal effect; % of control where 0% means no effect; nearly all actives have a fitted effect of over 45% in size
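p53-null H1299 cells stably carrying temperature-sensitive p53-A138V and a BP100-luciferase reporter were pinned with compounds (4-point, 1:5 series) and held 24 hrs at 37 deg C. Luminescence was read 10 min after detection reagent.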
FLuc modulator: firefly luciferase modulation, counter-screen for miR-21 project | purified FLuc, Km substrates, luminescence inhibition | Potency, µM (series often up to 57.5 µM), for inactives: at the highest dose activity change, negative = inhibition, most hits filed as inhibitors | 360,000 compounds, 6.9% hits;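 note: potency is the fitted concentration of half-maximal effect; plate controls were vehicle for no effect and reference inhibitor for full effect; nearly all actives have a fitted effect of over 55% in size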
Target sequence (P08659 whole entry, looked up): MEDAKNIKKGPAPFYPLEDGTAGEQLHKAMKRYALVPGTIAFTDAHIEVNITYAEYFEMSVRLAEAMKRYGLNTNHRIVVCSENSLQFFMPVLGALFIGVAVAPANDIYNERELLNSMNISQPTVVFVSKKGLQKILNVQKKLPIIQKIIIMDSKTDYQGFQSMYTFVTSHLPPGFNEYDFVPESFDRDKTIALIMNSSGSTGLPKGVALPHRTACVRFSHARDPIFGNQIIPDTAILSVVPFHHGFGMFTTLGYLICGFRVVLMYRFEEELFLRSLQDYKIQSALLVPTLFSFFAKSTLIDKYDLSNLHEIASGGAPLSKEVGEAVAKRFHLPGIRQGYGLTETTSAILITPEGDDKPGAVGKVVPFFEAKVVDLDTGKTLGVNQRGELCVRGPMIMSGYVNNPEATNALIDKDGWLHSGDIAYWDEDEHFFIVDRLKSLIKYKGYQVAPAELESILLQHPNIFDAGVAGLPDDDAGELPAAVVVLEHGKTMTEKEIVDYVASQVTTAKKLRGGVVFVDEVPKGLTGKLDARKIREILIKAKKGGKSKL
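Biochemical qHTS of compounds, final roughly 60 µM downward over six points, against 10 nM purified firefly luciferase using Km concentrations of substrates (10 uM D-luciferin, 10 uM ATP) in Tris acetate pH 7.5 buffer; luminescence output.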
RORg inh: inhibitors of mouse ROR gamma transcriptional activity; P51450; Drosophila S2 Gal4-RORgamma UAS-luciferase reporter, 20 h; Potency, µM (top dose mostly 53.6 µM), for the others: top-dose activity change, negative = inhibition, actives largely listed as inhibitors; 310,000 compounds, 5.4% hits; AID 2551; note: potency is the fitted concentration of half-maximal effect; % is set by controls: 0 for no effect and ±100 for the full control effect; nearly all actives have a fitted effect of over 60% in size
Target sequence (P51450 whole entry, looked up, the tested form may be a part): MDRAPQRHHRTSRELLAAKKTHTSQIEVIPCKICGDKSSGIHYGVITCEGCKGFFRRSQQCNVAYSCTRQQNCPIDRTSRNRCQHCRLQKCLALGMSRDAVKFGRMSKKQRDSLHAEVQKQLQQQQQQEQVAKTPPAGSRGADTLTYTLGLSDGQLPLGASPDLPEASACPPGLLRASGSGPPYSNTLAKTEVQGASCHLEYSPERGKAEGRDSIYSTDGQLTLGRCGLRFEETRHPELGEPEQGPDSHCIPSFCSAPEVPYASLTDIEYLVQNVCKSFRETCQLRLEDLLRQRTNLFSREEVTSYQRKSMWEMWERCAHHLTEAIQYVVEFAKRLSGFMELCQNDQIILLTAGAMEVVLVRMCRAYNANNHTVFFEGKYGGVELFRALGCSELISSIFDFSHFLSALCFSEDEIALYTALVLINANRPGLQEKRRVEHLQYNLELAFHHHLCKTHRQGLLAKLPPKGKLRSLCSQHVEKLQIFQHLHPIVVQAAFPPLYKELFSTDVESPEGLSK
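A Gal4/UAS one-hybrid system in insect cells: metallothionein-promoter Gal4–ROR gamma fusion plus Photinus luciferase reporter. Copper sulfate 700 uM final, 20 hr ambient incubation, luminescent detection after 10 min with reagent.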
ELG1 genotox: induces genotoxicity in HEK293T cells with luciferase-tagged ELG1 | HEK293T ELG1-luciferase reporter, luminescence, 16 h | Potency, µM (series often up to 46 µM), for inactives: at the top dose activity change, positive = activation, actives largely listed as activators | 330,000 compounds, 1.3% hits | AID 504466; note: potency is the fitted concentration of half-maximal effect; % of control where 0% means no effect; nearly all actives have a fitted effect of over 60% in size
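Cells (2,000/well) expressing the ELG1-luciferase fusion are dosed by pin tool and kept 16 hr at 37 °C, 5% CO2. Signal comes from ONE-Glo luciferase reagent after 30 min at room temperature.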
Gal4-VP16 FLuc: inhibits Gal4-VP16 luciferase reporter, ROR gamma counter-screen. Drosophila S2 Gal4-VP16 UAS-luciferase, luminescence, 20 h. Potency, µM (highest dose often 53.6 µM), for inactives: at the top dose activity, negative = inhibition, actives largely listed as inhibitors. 310,000 compounds, 3.5% hits;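 note: Gal4-VP16 expression switched on by copper sulfate through the metallothionein promoter; potency is the fitted concentration of half-maximal effect; % is set by controls: 0 for no effect and ±100 for the full control effect; nearly all actives have a fitted effect of over 50% in size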
Starred values were filed as active, the others as inactive; ? = inconclusive; / = no result given; [ ] = dose if it differs, or a comment. Unless noted, calls come from the whole dose curve; as a rule, active = well fitted curve in the direction sought with a large enough effect; inconclusive = small, poorly fitted or top-dose-only effect, or another doubt; inactive = no such curve, though single readings can be large; an effect the other way counts as inactive or inconclusive. An excerpt; the hit share may differ from the screen's.

Screens in order: PKM2 activator | Giardia killer | Menin-MLL TR inh | Rab9 prom act | BRCA1 expr up | NPC1 prom act | p53 reactivator | FLuc modulator | RORg inh | ELG1 genotox | Gal4-VP16 FLuc
1	O=C1CNC(=S)N1CCc1ccccc1Cl
    3% | 9 | / | 1% | -1% | -3% | 0% | 3% | ? | 2% | 9%
2	CCC1CCC(C(=O)NC(CCSC)C(=O)NCCc2ccc(S(N)(=O)=O)cc2)CC1 (centres undefined)
    / | 34[activator] | 5% | 0% | 4% | -1% | 0% | -6% | 13% | -2% | 0%
3	COC(=O)c1cn(NC(=O)c2cccnc2)c(=O)c2ccccc12
    -6% | -13 | / | -7% | 3% | 6% | -7% | -7% | -17% | 0% | 6%
4	COC(=O)c1cc(S(=O)(=O)NCCCN2CCCC2=O)cn1C
    -5%[0.46 µM] | -25 | -1% | 1% | 6% | -4% | 6% | 3% | -27% | 1% | -2%
5	O=C(CNc1cccc2ccccc12)N/N=C/c1ccc([N+](=O)[O-])cc1
    11% | 2 | ? | -1% | -36% | -6% | -16% | 10% | ? | -1% | 2%
6	COc1cccc(NC(=S)NCc2ccncc2)c1
    -10% | -10 | 4% | 1% | -11% | 1% | -3% | 2% | 1% | 0% | -10%
7	COc1ccc(N(C(=O)c2cc3ccccc3oc2=O)C2C=CS(=O)(=O)C2)c(OC)c1 (centres undefined)
    0% | 7 | 8% | -1% | 15% | -1% | 6% | 2% | -17% | -2% | -1%
8	Cc1ccc(/C(N)=N/OC(=O)CCC2CCCCC2)cc1
    -10% | 15 | ? | 18% | 60% | 11% | 17% | 19µM* | 30% | 9% | 0%
9	Cc1ncsc1CCOC(=O)c1ccc([N+](=O)[O-])cc1
    3% | 9 | 2% | -3% | 16% | -2% | 9% | -14% | 1% | 7% | -6%
10	COc1cc(/C=N/Nc2ncnc3sc4c(c23)CCC4)ccc1O
    -7% | 6 | ? | -2% | -16% | 1% | -1% | 2.4µM* | -10%[10 µM] | ? | ?
11	CCn1ccnc1CNC(=O)CC1C(=O)NCCN1CC(c1ccccc1)c1ccccc1 (centres undefined)
    -1% | 9 | -16% | -4% | -10% | -7% | -1% | 0% | 1% | -2% | 4%
12	CC(C)(C)C1CCC2(CC1)C(Nc1cccc(C(F)(F)F)c1)=NC(=S)N2CC#N (centres undefined)
    4% | -24 | 1% | -2% | 0% | -6% | 4% | 0% | 18µM* | 1% | 13µM*
13	COc1ccc(CN2CCC(C(=O)N3CCN(c4ccccc4F)CC3)CC2)cc1OC
    -4% | 10 | 11% | 0% | -43% | -4% | 8% | 5% | -1% | -3% | 3%
14	O=C(CN1CCN(C(=O)C2CCCO2)CC1)Nc1ccc(Cl)c(Cl)c1 (centres undefined)
    0% | -10 | 22% | 5% | -9% | 4% | / | 0% | / | 1% | /
15	Cc1ccc(S(=O)(=O)c2c(C(=O)c3ccccc3)cnc3cc4c(cc23)OCCO4)cc1
    -17% | -2 | -23% | -2% | -53% | 2% | ? | ? | ? | -3% | -5%
16	c1ccc(Cn2ncc3c(N4CCN(C(c5ccccc5)c5ccccc5)CC4)ncnc32)cc1
    2% | 8 | -13% | 0% | -53% | 2% | / | 6% | 15% | -6% | -15%
17	Cc1cccc(C(=O)OCC(=O)Nc2nccs2)c1
    -8% | 15 | -41% | 1% | 7% | 13% | 10% | -19% | -17% | 10% | 5%
18	COc1cccc(C(NC(=O)c2ccccc2F)NC(=O)c2ccccc2F)c1
    6% | -1 | -16% | -1% | -1% | -2% | -8% | -1% | -21% | 2% | -2%
19	COCCCNC(=O)CCc1ccccc1
    -3% | -13 | -3% | 1% | -9% | -2% | 8% | 2% | 18% | -1% | 1%
20	O=C(N(c1ccccn1)c1ccccn1)C12CC3CC(CC(Cl)(C3)C1)C2
    0% | -16 | -3% | 23% | 1% | -1% | -1% | -1% | -10% | -1% | -20%

Retrieved by compound from the entries so far, 5 records:
Screens in order: PKM2 activator | Giardia killer | Menin-MLL TR inh | Rab9 prom act | BRCA1 expr up | NPC1 prom act | p53 reactivator | FLuc modulator | RORg inh | ELG1 genotox | Gal4-VP16 FLuc
1	O=C1CNC(=S)N1CCc1ccccc1Cl
    3% | 9 | / | 1% | -1% | -3% | 0% | 3% | ? | 2% | 9%
7	COc1ccc(N(C(=O)c2cc3ccccc3oc2=O)C2C=CS(=O)(=O)C2)c(OC)c1 (centres undefined)
    0% | 7 | 8% | -1% | 15% | -1% | 6% | 2% | -17% | -2% | -1%
19	COCCCNC(=O)CCc1ccccc1
    -3% | -13 | -3% | 1% | -9% | -2% | 8% | 2% | 18% | -1% | 1%
8	Cc1ccc(/C(N)=N/OC(=O)CCC2CCCCC2)cc1
    -10% | 15 | ? | 18% | 60% | 11% | 17% | 19µM* | 30% | 9% | 0%
18	COc1cccc(C(NC(=O)c2ccccc2F)NC(=O)c2ccccc2F)c1
    6% | -1 | -16% | -1% | -1% | -2% | -8% | -1% | -21% | 2% | -2%

The listing continues.
Screens in order: PKM2 activator | Giardia killer | Menin-MLL TR inh | Rab9 prom act | BRCA1 expr up | NPC1 prom act | p53 reactivator | FLuc modulator | RORg inh | ELG1 genotox | Gal4-VP16 FLuc
21	CCc1ccc(C(=O)C(C)OC(=O)c2nn(C)c(=O)c3ccccc23)cc1 (centres undefined)
    / | -6 | / | 1% | -2% | 0% | -1% | -2% | / | 29% | /
22	Cc1nn(C)cc1C(=O)Nc1c(C)nn(Cc2ccccc2Cl)c1C
    -8% | -12 | 0% | 2% | 1% | -2% | -13% | 1% | -2% | -3% | -9%
23	O=C(COc1ccc(Cl)cc1)NCCc1ccccn1
    3% | -21 | 0% | 6% | -2% | 0% | 1% | -6% | 0% | 13% | 4%
24	O=C(CN1C(=O)NC2(CCc3ccccc32)C1=O)NCc1ccccc1Cl (centres undefined)
    / | -12 | / | 3% | 5% | -1% | -18% | / | / | 3% | /
25	Nc1c(-c2cccs2)cnc2c(-c3ccc(F)cc3)cnn12
    / | -15 | ? | 0.35µM* | ? | 0.45µM* | ? | 0.48µM* | ? | 2.6µM* | -20%
26	COc1ccc(Cl)cc1C(=O)NNC(=O)CN1C(=O)C2CC=CCC2C1=O (centres undefined)
    2% | 1 | 7% | -4% | -11% | -3% | 0% | 7% | -16% | -1% | 6%
27	NC(=O)c1ccc(SCC(=O)OCC(=O)NCc2cccs2)c([N+](=O)[O-])c1
    / | -14 | / | 10% | -11% | -2% | -3% | / | / | 2% | /
28	CCCc1nc2oc3cc(OC)ccc3c(=O)c2c(=O)n1Cc1ccco1
    ? | -3 | 0% | -1% | -5% | 0% | -5% | 3% | 9% | 0% | 1%
29	O=C(Nc1nnc(C2COc3ccccc3O2)o1)c1ccc(F)cc1 (centres undefined)
    6% | 19 | -1% | -4% | -44% | -6% | 29% | -12% | 0.56µM* | 0% | 0.56µM*
30	Oc1ccc(Cl)cc1CNc1ccccn1
    1% | -23 | 17% | 0% | 19% | 4% | / | -18% | 0% | 9% | -1%
31	Cc1cc(C(=O)NNC2CC(=O)N(c3ccc4ccccc4c3)C2=O)c(C)o1 (centres undefined)
    0% | 1 | 3% | -17% | 18% | 0% | 1% | -11% | 8% | 0% | 26%
32	CCOC(=O)c1c(CN(CC)CC)oc2ccc(OC)cc12
    -2% | 16 | -1% | -1% | -6% | -2% | 50% | 2% | -4% | 1% | -4%
33	Cc1ccc(C)c2nc3sc(C(=O)N4CCCc5ccccc54)c(N)c3cc12
    2% | 17 | / | -4% | -3% | -8% | -5% | 1% | -31% | -2% | 6%
34	Cc1ccc(C(=O)OCC(=O)NCc2cccc(Cl)c2)cc1S(=O)(=O)N1CCCCC1
    / | 1 | / | -5% | -34% | -4% | -5% | -13% | / | -5% | /
35	COc1ccc([N+](=O)[O-])cc1NC(=S)NC(NC(=O)C(c1ccccc1)c1ccccc1)C(Cl)(Cl)Cl (centres undefined)
    0% | -21 | ? | 3% | -87% | -5% | ? | 6% | 34% | -8% | -13%
36	CCOC(=O)C1CCCN(C(=O)CCC(=O)Nc2ccc3nc(N4CCOCC4)cc(C)c3c2)C1 (centres undefined)
    1% | 9 | -13% | ? | 94% | ? | ? | 17µM* | 9% | ? | 11%
